CCR6 antag = antagonists of human CCR6 receptor; P51684; CHO-K1 CCR6 PathHunter beta-arrestin, luminescence, CCL20-stimulated; inhibition, % at 20 µM; 340,000 compounds, 0.49% hits; AID 493098;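 active = compounds whose inhibition of the agonist-driven luminescence signal at 20 µM reaches about 50%, limit read from the data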;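 also: cells stimulated with CCL20 at 14 nM final; plate controls were DMSO with CCL20 for no effect and DMSO without agonist for full effect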
Target sequence (P51684 whole entry, looked up): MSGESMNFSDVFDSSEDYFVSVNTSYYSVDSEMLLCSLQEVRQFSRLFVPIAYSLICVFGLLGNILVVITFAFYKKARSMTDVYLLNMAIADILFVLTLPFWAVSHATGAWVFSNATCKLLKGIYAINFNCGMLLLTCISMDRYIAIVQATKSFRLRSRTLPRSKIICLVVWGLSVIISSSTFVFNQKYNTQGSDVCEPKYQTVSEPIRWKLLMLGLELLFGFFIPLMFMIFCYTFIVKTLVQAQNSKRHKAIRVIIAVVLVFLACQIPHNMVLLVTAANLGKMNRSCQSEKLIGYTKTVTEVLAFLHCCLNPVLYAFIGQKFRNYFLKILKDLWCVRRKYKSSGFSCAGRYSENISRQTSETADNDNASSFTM
Gli-Sufu block = blocks Gli-Sufu signaling in a luciferase reporter. Sufu-KO-LIGHT fibroblasts, Gli luciferase reporter luminescence. inhibition, % at 5 µM. 340,000 compounds, 0.74% hits. AID 588413;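 active = inhibition above about 55%, limit read from the data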;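 also: 0% = DMSO-treated cells and 100% = wells with medium but no cells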
XBP1 UPR activ = activators of adaptive arm of unfolded protein response (XBP1); CHO-XBP1 luciferase reporter, IRE1-XBP1 UPR activation, luminescence; percent of tunicamycin response, DMSO as zero; activation, % at 20 µM; 330,000 compounds, 0.33% hits; AID 463104;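 active = versus positive control, 20 µM dose yields 30% or more activation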;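 also: 100% = tunicamycin at 10 µg/mL and 0% = DMSO only wells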
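Assay system: IRE1-XBP1 luciferase reporter CHO line. Input: 1000 cells/well. Buffer or medium: F12 with 10% serum. Doses: 20 µM, 1% DMSO. Times: overnight seeding at 37 °C, 6 h compound treatment at 37 °C. Technique: Steady-Glo luciferase glow luminescence, 10 min after reagent addition.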
697 NFkB inh = lowers PMA/ionomycin-induced NF-kB signal in 697 B cells; 697 B-cell NF-kB luciferase reporter, 16 h; inhibition, % at 4 µM; 330,000 compounds, 0.33% hits; in the data active = inhibition above about 35%
EBI2 antag = antagonists of human EBI2 receptor. P32249. EBI2 beta-arrestin recruitment, luminescence, 7a,25-OHC stimulated. inhibition, % at 5 µM. 360,000 compounds, 0.81% hits; in the data active = inhibition above about 38%;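 also: enzyme fragment complementation signal reports receptor beta-arrestin coupling in cells; 0% = agonist plus DMSO wells and 100% = wells without agonist; some results beyond the cut were filed as inactive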
Jurkat NFkB inh = lowers PMA/ionomycin-induced NF-kB signal in Jurkat cells; PMA/ionomycin-induced NF-kB luciferase reporter, luminescence; inhibition, % at 4 µM; 330,000 compounds, 0.53% hits; AID 435003; in the data active = inhibition above about 50%
CHOP UPR activ = apoptotic UPR (CHOP) activation | AID 449763 | CHO-CHOP luciferase reporter, luminescence; percent of tunicamycin response over DMSO baseline | activation, % at 10 µM | 330,000 compounds, 0.34% hits;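 active = at 10 µM dose, activation of 40% or more, normalized to positive control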;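 also: 100% = tunicamycin at 10 µg/mL and 0% = DMSO alone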
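Assay system: CHO cells with stable CHOP pathway luciferase reporter; Buffer or medium: F12 plus 10% serum; Times: 16-18 h cell attachment, then 6 h compound exposure, 37 °C; Signal: luciferase luminescence; Read-out basis: percent activation relative to tunicamycin control; Control set: tunicamycin high control, DMSO low control.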
Mdm2 MdmX PPI = disrupts the human Mdm2-MdmX interaction | inhibition, % at 8 µM | 330,000 compounds, 3% hits | SaOS-2 split-luciferase Mdm2/MdmX complementation, luminescence | AID 485346;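 active = inhibition of at least 50% at 8 µM in the primary screen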
CXCR6 block = inhibitors of human CXCR6 receptor; O00574; CHO-K1 PathHunter CXCR6 beta-arrestin, luminescence; inhibition, % at 20 µM; 360,000 compounds, 0.36% hits; AID 602244; in the data active = inhibition above about 34%, passing the limit was not always enough;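 also: antagonist mode with CXCL16 agonist at 10 nM final; 0% = 10 nM CXCL16 with DMSO and 100% = unstimulated wells without agonist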
Target sequence (O00574 whole entry, looked up): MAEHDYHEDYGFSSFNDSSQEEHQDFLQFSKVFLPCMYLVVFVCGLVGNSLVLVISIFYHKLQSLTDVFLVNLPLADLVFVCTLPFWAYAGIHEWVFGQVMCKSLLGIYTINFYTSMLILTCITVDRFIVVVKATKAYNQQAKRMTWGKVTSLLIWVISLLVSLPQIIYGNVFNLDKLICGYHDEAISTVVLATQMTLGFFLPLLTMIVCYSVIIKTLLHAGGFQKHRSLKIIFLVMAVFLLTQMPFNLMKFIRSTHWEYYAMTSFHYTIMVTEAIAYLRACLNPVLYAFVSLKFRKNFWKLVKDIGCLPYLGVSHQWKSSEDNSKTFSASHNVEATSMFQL
The depositor's hits bear a star; . = not tested or not shown.

nr	SMILES	CCR6 antag	Gli-Sufu block	XBP1 UPR activ	697 NFkB inh	EBI2 antag	Jurkat NFkB inh	CHOP UPR activ	Mdm2 MdmX PPI	CXCR6 block
1	O=C(c1cccc(S(=O)(=O)Nc2ccc(Br)cc2)c1)N1CCCC1	9	3	-2	0	1	7	1.2	18	-2
2	Cc1ccccc1Sc1ncnc2onc(C)c12	10	0	-2	9	-39	1	0.5	17	10
3	Cc1ccc(S(=O)(=O)N2CCN(C(=O)CC(C)n3cncn3)CC2)cc1C (configuration not stated)	10	24	-1	17	5	9	-1.0	7	1
4	COc1ccc2nc(NCCNC(=S)NCCCN3CCOCC3)c(C#N)cc2c1	12	1	3	12	2	-16	0.4	28	0
5	O=C(Nc1cccn(Cc2ccc(F)cc2)c1=O)NC1CCCCC1	11	1	1	4	6	10	2.2	9	-5
6	Cc1ccc(/C=N/NC(=O)CSc2nc3ccccc3n2C)s1	15	-17	0	-16	4	-3	-0.9	-7	-5
7	COc1cccc(/C=C(/C(=O)OCC(N)=O)c2ccccc2)c1	4	-13	2	-13	8	0	-0.7	12	-2
8	NC(=O)c1ccc(N=Cc2c(O)ccc3ccccc23)cc1	9	0	-3	-3	-13	1	-1.7	44	0
9	CCc1nc(N)nc(N)c1-c1ccc(N(C)Cc2ccccc2)c([N+](=O)[O-])c1	7	63*	.	.	2	.	.	.	24
10	OCCOCCn1c(C(CO)Nc2nc(-c3ccc(F)cc3)cs2)nc2ccccc21 (configuration not stated)	1	10	-1	-4	-5	7	0.2	2	-11
11	CN(C)c1ccc(-c2nn3c(C4CCCCC4)nnc3s2)cc1	-6	-5	1	5	29	3	-0.2	25	10
12	Cc1ccc(NC(=O)C2CCCN2S(=O)(=O)c2ccc3c(c2)n(C)c(=O)c(=O)n3C)cc1 (configuration not stated)	8	6	-1	22	13	7	0.9	2	-14
13	N#Cc1c(C(F)(F)F)cc(C2CC2)[nH]c1=O	-23	-2	-2	8	-6	1	-0.2	-25	-5
14	COC(=O)C1=C(C)NC(=O)NC1c1ccco1 (configuration not stated)	1	3	-3	14	-6	10	-1.8	18	9
15	O=C(CCN1CCCCO1)N1CCCC(Nc2ccc(F)c(F)c2)C1 (configuration not stated)	-2	-3	-2	3	-6	-3	-0.1	-10	4
16	COc1cc(CC(=O)Nc2ccc3c(c2)CCC3)cc(OC)c1OC	3	22	-4	-23	-6	14	-0.3	20	-5
17	CC1CCCN(C(=O)c2ccc(COc3ccccc3Br)cc2)C1 (configuration not stated)	-32	-2	6	-1	9	-2	0.5	14	2
18	Cc1ccc(C(=O)Nc2cccc(C(=O)N3CCOCC3)c2)cc1Cl	2	-22	-1	-5	3	-12	2.6	-25	3
19	S=C1NC[C@H](CC2CCCCC2)N1CC1CCCCC1	26	65*	1	-30	0	-5	1.9	33	20
20	COc1ccc(CN2C(=NC(=O)C3CCCCC3)SC3CS(=O)(=O)CC32)cc1 (configuration not stated)	2	8	-1	-19	-4	23	1.7	33	-1
21	N/C(Cc1ccc([N+](=O)[O-])cc1)=N\OC(=O)C(c1ccccc1)c1ccccc1	7	2	0	-6	7	3	3.1	70*	5
22	O=C(COc1ccc(-c2ccccc2)cc1)N/N=C/c1cccnc1	6	7	-2	-5	6	-11	3.9	9	-12
23	CCOC(=O)C1(Cc2cccc(F)c2)CCN(C2CCOCC2)CC1	13	7	1	10	-5	0	-2.0	-14	2
24	Cc1ccc(S(=O)(=O)N(C)c2ccc(OC(C)C(=O)N3CCCC3)cc2)cc1C (configuration not stated)	7	-2	0	1	3	3	-0.1	-39	0
25	Cc1cccc(C(=O)N[C@H](C(=O)NCCc2ccc(S(N)(=O)=O)cc2)C(C)C)c1	-2	-13	-1	5	-7	0	-0.5	13	-4
26	Cc1cc(NC(=O)c2ccc(NC(=O)C(C)C)cc2)no1	9	-21	1	-16	-4	-18	2.5	-19	-6
27	O=C1CC(c2ccccc2)CC(=O)C1=CN1CCCC1 (configuration not stated)	14	-3	4	2	3	-10	-1.6	27	2
28	Cc1ccccc1NC(=O)N(C(C)C)C(C)C	-12	-24	5	7	0	-9	-2.6	-8	-5
29	O=C(NCCOc1ccccc1)C1CCC(=O)N(CCN2CCOCC2)C1 (configuration not stated)	11	-1	-2	-3	-4	-5	0.1	10	2
30	O=[N+]([O-])c1ccc2nc(NCCCO)nc(-c3ccccc3)c2c1	6	11	3	7	-6	14	0.3	24	4
31	COc1cc(CN2CC(=O)N(c3ccccc3Cl)C2=S)cc(OC)c1OC	-7	62*	0	-5	-2	3	1.5	27	0
32	N#C/C(=C/c1ccc(C(=O)O)cc1)C(=O)Nc1ccccc1	4	-7	2	-29	-3	-16	1.9	17	-5
33	CN(C)C(=O)C1CC(=O)OC12CCCCC2 (configuration not stated)	-11	1	-1	10	-10	-2	0.9	-6	-4
34	COc1ccccc1C(=O)N1CCN(C(=O)Cc2ccccc2)CC1	11	-5	-5	21	-4	14	3.4	-11	-3
35	CCCCn1c(=O)[nH]c(=O)c2c(C(=O)OCC)cc(-c3cccs3)nc21	4	22	6	-21	15	9	0.1	27	10
36	Cc1ccc(C(=O)C[n+]2ccccc2C)cc1[N+](=O)[O-]	0	3	-2	-23	4	-26	-0.5	-10	1
37	CCOc1cccc(-c2nnc(SCC(=O)Nc3cc(OC)cc(OC)c3)n2N)c1	3	-2	-3	-5	5	-2	-0.9	-7	-6
38	O/N=C1\CC/C(=N\O)c2nn(-c3ccccc3Cl)nc21	4	-1	0	12	-11	2	-1.4	14	-4
39	O=C(Cc1ccccc1)Nc1ccc(NC(=O)c2cccs2)c(Cl)c1	5	-12	-2	-6	-9	-11	-0.9	-31	8
40	CCCCCCC(=O)Oc1cccc(N2C(=O)C3CCCCC3C2=O)c1 (configuration not stated)	7	-2	-2	1	-3	7	-0.6	19	-4
41	Cc1c(NC(=O)CSc2nncc3ccccc23)c(=O)n(-c2ccccc2)n1C	2	10	-1	15	-11	4	-0.5	-12	0
42	O=C1CCCc2oc3ccc(O)cc3c21	-3	-17	3	20	-3	3	-0.8	20	-5
43	C#CCOCCOCCOCCNc1nc(N2CCN(C(=O)[C@H](CCC(=O)O)n3cc(CN)nn3)CC2)nc(N2CCN(C(=O)[C@H](CCC(=O)O)n3cc(CN)nn3)CC2)n1	-1	-2	-1	12	-3	4	0.8	-10	4
44	CCOc1cc(NC(=O)C2CC2)c(OCC)cc1NC(=O)c1cc(OC)c(OC)c(OC)c1	-2	2	-1	25	15	-5	-1.8	62*	-6
45	O=C(c1ccc(C(F)(F)F)cc1)C1CCCN(Cc2cccn2-c2ncccn2)C1 (configuration not stated)	1	39	-1	20	14	-13	0.0	7	4
46	CCOC(=O)c1nnn(-c2nonc2N)c1CNC(C)C	0	0	0	12	3	5	-1.7	10	2
47	COc1ccc([N+](=O)[O-])cc1C1NN=C(c2ccccc2O)S1 (configuration not stated)	19	33	8	6	7	-2	3.1	26	5
48	Cc1ccc(S(=O)(=O)NCC(=O)N(CC2CCCO2)C(C(=O)NC2CCCC2)C(C)C)cc1 (configuration not stated)	-1	4	-1	-5	-8	7	0.0	9	-3
49	COc1ccc(NC(=O)CCC(=O)OCc2ccc(Br)cc2)cc1	4	-6	-1	2	-12	-1	0.4	-1	-3
50	CCc1ccc(CN2C(=O)CCC2(C)C(=O)NC2CCCC2)cc1 (configuration not stated)	6	-9	1	17	-1	3	-1.0	-4	-5
51	O=C(NNc1nc2ccccc2s1)Nc1ccc(Cl)c(Cl)c1	-6	6	-4	-19	-8	3	-1.2	20	-16
52	O=C(NC(=S)Nc1ccc2nc[nH]c2c1)c1ccccc1	12	-44	0	-46	-16	-98	3.1	-12	5
53	CCN(C(=O)c1c(-c2ccccc2Cl)noc1C)C1CCCCC1	7	-11	-2	-1	10	-10	-0.8	-13	0
54	COc1ccc([N+](=O)[O-])c(OC)c1C(=O)Nc1ccc(F)cc1F	1	-5	-2	-3	-16	15	1.1	5	4
55	O=C(Nc1ccc2ccccc2c1)c1ccc(Cl)cc1	4	-113	-6	-476	23	-215	4.4	-126	10
56	Cc1c(C(=O)Nc2ccccc2-c2ccccc2)cccc1[N+](=O)[O-]	7	3	-1	12	9	-4	-0.2	12	-4
57	Cc1c(NC(=S)NC(=O)C(c2ccccc2)c2ccccc2)cccc1C(=O)O	-5	3	-1	21	-5	-3	-1.0	0	-4
58	COc1ccc(CCNC(=O)CCCN2C(=O)c3ccccc3C2=O)cc1OC	13	2	3	-14	-1	3	-0.1	-2	0

As a short view, part of the list above:
nr	SMILES	CCR6 antag	Gli-Sufu block	XBP1 UPR activ	697 NFkB inh	EBI2 antag	Jurkat NFkB inh	CHOP UPR activ	Mdm2 MdmX PPI	CXCR6 block
55	O=C(Nc1ccc2ccccc2c1)c1ccc(Cl)cc1	4	-113	-6	-476	23	-215	4.4	-126	10
56	Cc1c(C(=O)Nc2ccccc2-c2ccccc2)cccc1[N+](=O)[O-]	7	3	-1	12	9	-4	-0.2	12	-4

Retrieved by compound from the list above (3):
nr	SMILES	CCR6 antag	Gli-Sufu block	XBP1 UPR activ	697 NFkB inh	EBI2 antag	Jurkat NFkB inh	CHOP UPR activ	Mdm2 MdmX PPI	CXCR6 block
42	O=C1CCCc2oc3ccc(O)cc3c21	-3	-17	3	20	-3	3	-0.8	20	-5
46	CCOC(=O)c1nnn(-c2nonc2N)c1CNC(C)C	0	0	0	12	3	5	-1.7	10	2
44	CCOc1cc(NC(=O)C2CC2)c(OCC)cc1NC(=O)c1cc(OC)c(OC)c(OC)c1	-2	2	-1	25	15	-5	-1.8	62*	-6

Sorted by length of the SMILES (ascending): part of the list above.
nr	SMILES	CCR6 antag	Gli-Sufu block	XBP1 UPR activ	697 NFkB inh	EBI2 antag	Jurkat NFkB inh	CHOP UPR activ	Mdm2 MdmX PPI	CXCR6 block
42	O=C1CCCc2oc3ccc(O)cc3c21	-3	-17	3	20	-3	3	-0.8	20	-5
55	O=C(Nc1ccc2ccccc2c1)c1ccc(Cl)cc1	4	-113	-6	-476	23	-215	4.4	-126	10
57	Cc1c(NC(=S)NC(=O)C(c2ccccc2)c2ccccc2)cccc1C(=O)O	-5	3	-1	21	-5	-3	-1.0	0	-4
44	CCOc1cc(NC(=O)C2CC2)c(OCC)cc1NC(=O)c1cc(OC)c(OC)c(OC)c1	-2	2	-1	25	15	-5	-1.8	62*	-6
48	Cc1ccc(S(=O)(=O)NCC(=O)N(CC2CCCO2)C(C(=O)NC2CCCC2)C(C)C)cc1 (configuration not stated)	-1	4	-1	-5	-8	7	0.0	9	-3
43	C#CCOCCOCCOCCNc1nc(N2CCN(C(=O)[C@H](CCC(=O)O)n3cc(CN)nn3)CC2)nc(N2CCN(C(=O)[C@H](CCC(=O)O)n3cc(CN)nn3)CC2)n1	-1	-2	-1	12	-3	4	0.8	-10	4

Source: PubChem (Sanford-Burnham Center for Chemical Genomics)

Outcome played no part in choosing rows (roughly 5% active in at least one column).
